# M1 ag – agonists of human M1 muscarinic receptor. activation, % at 3 µM. 0.33% of 360,000 active. CHO-K1 hM1, Fluo-8 calcium fluorescence, agonist mode; 0% DMSO, 100% acetylcholine EC100. AID 588814;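 active = activation above the run's mean compound activation plus 3 SD, cut at about 16% in these data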;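 note: peak over basal fluorescence ratio within a 140 s kinetic read after compound addition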
# TAAR1 antag – antagonists of human TAAR1. CHO RD-HGA16 TAAR1, Fluo-8 calcium fluorescence, antagonist. AID 624466. inhibition, % at 3 µM. 1.5% of 360,000 active;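 active = inhibition above a per-plate cutoff, the mean inhibition of test compounds on that plate plus 3 SD, cut at about 49% in these data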;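 note: 0% = DMSO plus EC80 beta-PEA response and 100% = DMSO alone without agonist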
# Target sequence (Q96RJ0 whole entry, looked up): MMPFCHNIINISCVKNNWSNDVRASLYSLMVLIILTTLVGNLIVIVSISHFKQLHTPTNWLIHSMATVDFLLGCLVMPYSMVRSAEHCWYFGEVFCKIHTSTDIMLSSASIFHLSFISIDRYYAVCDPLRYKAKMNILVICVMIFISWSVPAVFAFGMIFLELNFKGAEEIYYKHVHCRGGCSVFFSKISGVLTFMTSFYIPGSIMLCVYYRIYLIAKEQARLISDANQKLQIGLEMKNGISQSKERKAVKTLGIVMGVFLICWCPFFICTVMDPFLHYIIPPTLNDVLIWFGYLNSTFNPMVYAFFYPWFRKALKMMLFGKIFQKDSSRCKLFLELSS
#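 Test system: CHO RD-HGA16 cells bearing hTAAR1 | Reagent: β-PEA, EC80 | Compound dosing: 3 µM, single point | Schedule: Dye loading 75 min at 37 °C, then 30 min room temperature | Signal: Calcium fluorescence with Fluo-8 | Evaluation: Percent inhibition of PEA-evoked calcium signal, max/basal emission ratio | Control set: DMSO-only wells and EC80 β-PEA-stimulated wells | Repeats: Singlicate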
# CHO parental Ca – signal in parental CHO cells, OX1R antagonist counter-screen; 0.63% of 330,000 active; inhibition, % at 5.6 µM; parental CHO-K1, ATP-induced calcium, Fluo-8 fluorescence; AID 463079;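 active = inhibition above that plate's mean sample inhibition plus 3 SD, cut at about 26% in these data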;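 note: 0% = ATP-challenged DMSO wells and 100% = DMSO wells without ATP; some compounds past the cut are filed as inactive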
#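 Test system: parental CHO cells; detection: calcium-sensitive Fluo-8 fluorescence; evaluation: percent inhibition of calcium signal; also added: ATP as calcium-mobilizing challenge; repeats: one well per compound; control set: ATP-challenged DMSO wells low, unchallenged DMSO wells high; compound: single nominal dose of 5.6 µM per compound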
# TAAR1 ag – human TAAR1 agonism; Q96RJ0; AID 624467; CHO RD-HGA16 TAAR1, Fluo-8 calcium fluorescence; vehicle wells 0%, saturating PEA agonist 100%; 0.99% of 360,000 active; activation, % at 3 µM;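 active = activation above the mean activation of all test compounds in the run plus 3 SD, cut at about 38% in these data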
#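 Benchmarks: low control DMSO, high control PEA (EC100); System: CHO RD-HGA16 cells carrying human TAAR1 plus Gα16; Detection: Fluo-8 fluorescence, 5 s baseline then 140 s kinetic read; Schedule: 17-24 h plating, Fluo-8 75 min 37 °C, 30 min RT; Read-out basis: % activation from peak over basal fluorescence ratio, DMSO-to-PEA scaled.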
# M1 PAM parental – counter-screen for M1 PAMs: effect in parental CHO-K1 cells | ATP EC20, Fluo-8 calcium fluorescence; 0% at ATP EC20, 100% at ATP max | AID 602247 | activation, % at 3 µM | 0.02% of 360,000 active;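 active = activation above the run cutoff, the mean activation of all test compounds plus 3 SD, cut at about 40% in these data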;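 note: peak over basal fluorescence ratio in a 140 s read after ATP addition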
# CHO-K1 Ca ag – nonselective activator or artifact in parental CHO-K1 cells; Fluo-8 calcium fluorescence; scaled to maximal ATP response, vehicle zero; activation, % at 3 µM; 0.48% of 360,000 active; in the data active = activation above about 15%;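 note: untransfected CHO-K1 host cells lacking M1 receptor as counterscreen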
# CHO-K1 Ca antag – nonselective inhibitor or artifact in parental CHO-K1 cells; AID 602250; ATP-induced calcium, Fluo-8 fluorescence; inhibition, % at 3 µM; 0.6% of 360,000 active;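 active = inhibition above a per-plate cutoff, the plate's mean sample inhibition plus 3 SD, cut at about 24% in these data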;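 note: 0% = DMSO plus EC80 ATP and 100% = DMSO alone without ATP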
# OXTR potentiator – human OXTR potentiation. P30559. CHO-OTR cells, Fluo-8 calcium fluorescence, potentiator mode; 0% = oxytocin EC15, 100% = EC100. activation, % at 3 µM. 0.061% of 320,000 active. AID 2445;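 active = activation above that plate's cutoff, the mean activation of tested compounds plus 3 SD, cut at about 6.6% in these data, passing the limit was not always enough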;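 note: 100% uses oxytocin at 75 nM as the full agonist control; some results filed as inactive read as strong as hits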
# Target sequence (P30559 whole entry, looked up): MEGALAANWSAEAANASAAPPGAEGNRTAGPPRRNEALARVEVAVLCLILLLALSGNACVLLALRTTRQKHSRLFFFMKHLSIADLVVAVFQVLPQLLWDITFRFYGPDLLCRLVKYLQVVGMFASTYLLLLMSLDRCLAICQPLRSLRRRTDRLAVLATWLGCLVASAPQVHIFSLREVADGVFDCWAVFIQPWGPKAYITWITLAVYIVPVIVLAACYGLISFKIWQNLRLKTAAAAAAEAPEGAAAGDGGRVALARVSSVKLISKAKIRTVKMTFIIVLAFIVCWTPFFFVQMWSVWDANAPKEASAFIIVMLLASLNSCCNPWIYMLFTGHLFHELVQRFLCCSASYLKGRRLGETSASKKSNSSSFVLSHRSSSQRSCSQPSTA
#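 Dosing: Single dose, 3.0 µM nominal final compound concentration | Material: Human OTR in CHO cells | Technique: Kinetic Fluo-8 calcium fluorescence | Benchmarks: EC15 oxytocin alone as 0%, 75 nM oxytocin as 100% | Probe or stimulus: Oxytocin at about EC15, sub-maximal agonist stimulus | Incubation: Compound 6 min at room temperature before oxytocin, 100 s read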
# V1R ag counter – counter-screen for oxytocin receptor agonists: human V1a receptor agonists; activation, % at 3 µM; CHO-V1R cells, Fluo-8 calcium fluorescence, agonist mode; 0% DMSO, 100% 3 nM vasopressin; 0.25% of 320,000 active;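 active = activation above the mean activation of all tested compounds plus 3 SD, per screening run, cut at about 20% in these data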;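 note: signal is peak over basal fluorescence ratio across a 100 second FLIPR read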
# Numbers without * were called inactive; · = no result given.
[1] N=c1n(CCCOc2ccc(F)cc2)c2ccccc2n1CC(N)=O
[2] O=C(O)c1cccc(Oc2cccc(Cl)n2)c1
[3] O=C(NCc1ccccc1)NC(=O)c1ccccc1F
[4] COC(=O)c1ccc(NC(=O)c2ccc(F)cc2)o1
[5] N#CCC(=O)N/N=C\c1cc(Br)ccc1OC/C=C/c1ccccc1
[6] O=C(Cn1c(=O)oc2ccccc21)N1CCN(c2ccc(N3CCOCC3)nn2)CC1
[7] CNc1oc(-c2ccccc2)nc1S(=O)(=O)c1ccc(C)cc1
[8] CC(=O)NCCSC(=O)c1ccc(F)cc1
[9] CC(C)Sc1nc2ccsc2c(=O)[nH]1
[10] COc1ccc(NS(=O)(=O)c2ccc(NC(=O)C3CCCO3)cc2)cc1 (configuration not stated)
Compound	1	2	3	4	5	6	7	8	9	10
M1 ag	-6	0	-1	-1	-3	-10	-3	-2	-7	3
TAAR1 antag	-11	10	-14	-6	0	-16	-28	-12	14	30
CHO parental Ca	-20	2	-4	-5	·	-3	-5	4	-2	1
TAAR1 ag	0	2	0	6	-1	1	-3	1	1	15
M1 PAM parental	-1	-12	-10	-3	-9	-1	-3	1	17	11
CHO-K1 Ca ag	-0.4	-1.1	0.2	0.1	-0.1	-0.7	-0.3	0.0	1.2	6.5
CHO-K1 Ca antag	-7	16	6	3	4	14	-15	1	-3	-1
OXTR potentiator	-11	-11	-1	-13	·	-10	-2	-8	2	-23
V1R ag counter	0.3	2.0	-0.7	4.5	·	0.4	-0.9	0.9	0.7	12

# Copied from above, entries 1 to 10
[1] N=c1n(CCCOc2ccc(F)cc2)c2ccccc2n1CC(N)=O
[2] O=C(O)c1cccc(Oc2cccc(Cl)n2)c1
[3] O=C(NCc1ccccc1)NC(=O)c1ccccc1F
[4] COC(=O)c1ccc(NC(=O)c2ccc(F)cc2)o1
[5] N#CCC(=O)N/N=C\c1cc(Br)ccc1OC/C=C/c1ccccc1
[6] O=C(Cn1c(=O)oc2ccccc21)N1CCN(c2ccc(N3CCOCC3)nn2)CC1
[7] CNc1oc(-c2ccccc2)nc1S(=O)(=O)c1ccc(C)cc1
[8] CC(=O)NCCSC(=O)c1ccc(F)cc1
[9] CC(C)Sc1nc2ccsc2c(=O)[nH]1
[10] COc1ccc(NS(=O)(=O)c2ccc(NC(=O)C3CCCO3)cc2)cc1 (configuration not stated)
Compound	1	2	3	4	5	6	7	8	9	10
M1 ag	-6	0	-1	-1	-3	-10	-3	-2	-7	3
TAAR1 antag	-11	10	-14	-6	0	-16	-28	-12	14	30
CHO parental Ca	-20	2	-4	-5	·	-3	-5	4	-2	1
TAAR1 ag	0	2	0	6	-1	1	-3	1	1	15
M1 PAM parental	-1	-12	-10	-3	-9	-1	-3	1	17	11
CHO-K1 Ca ag	-0.4	-1.1	0.2	0.1	-0.1	-0.7	-0.3	0.0	1.2	6.5
CHO-K1 Ca antag	-7	16	6	3	4	14	-15	1	-3	-1
OXTR potentiator	-11	-11	-1	-13	·	-10	-2	-8	2	-23
V1R ag counter	0.3	2.0	-0.7	4.5	·	0.4	-0.9	0.9	0.7	12

# Later entries:
[11] O=C(Nc1ccc(N2CCOCC2)c(Cl)c1)c1c(F)c(F)c(F)c(F)c1F
[12] COc1ccccc1CCNC(=O)C1CC(=O)N(c2ccccc2F)C1 (configuration not stated)
[13] CC(=O)c1cccc(NC(=O)CCCCCn2nnc3ccccc3c2=O)c1
[14] CCOCCCNC(=O)c1c[nH]c2cc(C)ccc2c1=O
[15] O=C(CN1CCN(CC(=O)c2ccc(Cl)cc2)CC1)c1ccc(Cl)cc1
[16] CCOc1ccccc1-c1nc(CN2CCC(C(=O)N3CCOCC3)CC2)c(C)o1
[17] Fc1ccccc1-n1cn[nH]c1=S
[18] CCCOc1ccc(C(=O)CCC(=O)NNC(=O)Cn2nc(C)cc2C)cc1
[19] Cc1c(C)c2cc(Cl)c(OCC(=O)Nc3ccccn3)cc2oc1=O
[20] CCOc1ccccc1NC(=O)c1ccc(-n2cncn2)nc1
Compound	11	12	13	14	15	16	17	18	19	20
M1 ag	-2	0	-3	-3	-2	-3	-6	-2	-2	2
TAAR1 antag	0	-7	-8	0	13	-9	12	-31	10	3
CHO parental Ca	6	·	·	-7	·	-7	-6	-4	·	7
TAAR1 ag	8	2	6	8	0	1	5	4	0	4
M1 PAM parental	11	11	10	7	8	2	13	-3	-4	14
CHO-K1 Ca ag	-0.1	0.6	3.1	0.2	0.7	-0.1	-0.2	0.9	0.1	-0.3
CHO-K1 Ca antag	-7	-19	-2	-15	-13	-4	-13	-5	-6	-23
OXTR potentiator	-18	·	·	-12	·	-3	-5	1	·	-9
V1R ag counter	-0.2	·	·	1.2	·	-0.5	-0.3	-0.1	·	-0.8

[21] CCOc1ccc(NS(=O)(=O)c2ccc3[nH]cc(C(=O)NC(C)CC)c(=O)c3c2)cc1 (configuration not stated)
[22] CCOC(=O)c1c(-c2cccs2)csc1NC(=O)COC(=O)c1c(C)noc1C
[23] Nc1c(C(=O)NC23CC4CC(CC(C4)C2)C3)sc2nc3c(c(C(F)(F)F)c12)CCC3
[24] Cc1ccc(NC(=O)c2ccccc2-c2ccc(C(F)(F)F)cc2)cc1S(=O)(=O)N1CCOCC1
[25] C=CC[C@H](CC(=O)NCCO)C(=O)NC[C@@H](OC(=O)[C@@H](CC=C)Cc1ccc(F)cc1)c1ccccc1
[26] CCN(CC)CCCNc1nc2ccccc2[nH]1
[27] CCn1c(CSc2nnc3ccccn23)nc2cc(C(=O)O)ccc21
[28] CCOc1ccc(OCCC(=O)OCC(=O)Nc2ccc(N3CCOCC3)cc2)cc1
[29] O=Cc1c(N2CCN(c3cccc(Cl)c3)CC2)nc2ccccn2c1=O
[30] CC1(c2cccc(Br)c2)NC(=O)N(CC(=O)c2ccc3c(c2)OCCO3)C1=O (configuration not stated)
Compound	21	22	23	24	25	26	27	28	29	30
M1 ag	-3	-6	-3	-6	-5	-11	0	-1	-1	1
TAAR1 antag	-2	24	-3	26	25	15	2	-4	10	11
CHO parental Ca	9	3	-4	-14	-21	-9	0	-10	-8	-7
TAAR1 ag	10	8	10	6	10	0	11	3	2	9
M1 PAM parental	14	18	-2	22	-4	-9	-3	16	-4	19
CHO-K1 Ca ag	-0.1	0.5	0.5	5.0	0.9	-0.3	-0.1	5.5	2.2	4.7
CHO-K1 Ca antag	-7	-2	-19	2	13	15	0	-16	12	-16
OXTR potentiator	-9	-13	3	-3	-11	-4	-3	0	-6	-2
V1R ag counter	0.3	2.4	0.6	1.4	1.0	-0.6	1.9	3.0	0.8	5.0

[31] c1cncc(-c2nnc3n2N=C(c2cccs2)CS3)c1
[32] O=S(=O)(NCCOCCNS(=O)(=O)c1ccccc1)c1ccccc1
[33] CC(=O)c1ccc(OCC(=O)OCC(=O)c2ccc(S(=O)(=O)N3CCCCC3)cc2)cc1
[34] O=C(COc1ccc(Cl)cc1)Nc1ccc(N2CCN(C(=O)c3ccco3)CC2)cc1
[35] COC(=O)CN(C)C(=O)CC1C(=O)NCCN1CC(C)(C)C (configuration not stated)
[36] COc1ccc(N(CC(=O)NCCc2ccc(OC)c(OC)c2)S(=O)(=O)c2c(C)noc2C)cc1
[37] CCN(Cc1ccccc1)c1ccc(/C=N/NS(=O)(=O)c2cccc([N+](=O)[O-])c2)cc1
[38] CN(Cc1c(C(=O)N/N=C/c2ccc(F)cc2)nnn1-c1nonc1N)C1CCCCC1
[39] CCn1ccc(=O)c2cc3c(cc21)OCO3
[40] CC1CCc2nc3ccc(S(=O)(=O)N4CCC(C(=O)NCc5ccccc5Cl)CC4)cc3c(C(=O)O)c2C1 (configuration not stated)
Compound	31	32	33	34	35	36	37	38	39	40
M1 ag	-1	1	2	7	-1	-1	-10	4	-4	0
TAAR1 antag	-11	-10	4	80*	2	1	-3	-13	4	-4
CHO parental Ca	-7	-10	·	-2	-5	-30	-17	-4	0	-6
TAAR1 ag	14	6	5	23	2	1	-3	1	7	0
M1 PAM parental	5	2	3	5	7	17	0	6	7	-4
CHO-K1 Ca ag	1.2	0.6	4.4	13	0.4	2.0	-0.2	1.2	0.6	-0.1
CHO-K1 Ca antag	2	-7	3	1	7	-12	9	18	-9	4
OXTR potentiator	-11	-13	·	-10	-2	-8	2	-7	4	-10
V1R ag counter	0.5	3.7	·	12	1.8	2.1	-0.2	-0.6	0.3	0.3

[41] CC(=O)Nc1ccc(Nc2ccc([N+](=O)[O-])cn2)cc1
[42] O=C(NNC1CC(=O)N(c2ccc(Cl)cc2)C1=O)c1ccco1 (configuration not stated)
[43] O=C(CSc1nc2c(cnn2-c2ccccc2)c(=O)[nH]1)N1N=C(c2cccs2)CC1c1ccc(F)cc1 (configuration not stated)
[44] CCOc1cccc(SCc2noc(C(=O)NCC3CCCO3)c2C(=O)O)c1 (configuration not stated)
[45] Cc1ccccc1-c1nc(-c2ccc(NC(=O)c3ccc4c(c3)OCO4)cc2)no1
[46] CCOc1cc(C(=O)Nc2cc(F)ccc2C)ccc1OCC(=O)N1CCOCC1
[47] CCOc1ccccc1N1C(=O)c2ccc(C(=O)Nc3cccnc3)cc2C1=O
[48] CC1CN(S(=O)(=O)c2ccc(C(=O)Nc3nccs3)cc2)CC(C)O1 (configuration not stated)
Compound	41	42	43	44	45	46	47	48
M1 ag	-4	-4	0	0	-3	-4	1	1
TAAR1 antag	6	22	9	-7	16	2	-4	-13
CHO parental Ca	10	7	-7	3	4	-10	-8	-16
TAAR1 ag	3	8	1	8	0	1	5	1
M1 PAM parental	13	24	5	-14	19	10	16	4
CHO-K1 Ca ag	0.9	1.7	-0.3	-0.4	0.1	0.9	4.3	0.6
CHO-K1 Ca antag	-10	-23	0	1	-5	-25	6	3
OXTR potentiator	-8	-6	-3	-4	-4	-7	-3	-22
V1R ag counter	0.0	0.1	-0.3	0.2	0.0	0.5	3.0	1.4

# Bioassay records as filed in PubChem.
